High-throughput results (PubChem BioAssay)
KDM5B inh: inhibitors of human KDM5B histone demethylase; Q9UGL1; AID 1347165; Potency, µM (doses to about 57.7 µM), for the others: at the top dose activity change, negative = inhibition, usual class: inhibitors; KDM5B demethylase, FDH-coupled NADH fluorescence (FDH is formaldehyde dehydrogenase); 2.6% of 220,000 active; active = well fitted inhibition curve with a large enough effect; inconclusive = small, poorly fitted or top-dose-only effect; inactive = no such curve, though single readings can be large or run the other way; note: 0% is about no effect; nearly all actives have a fitted effect of over 70% in size
Target sequence (Q9UGL1 whole entry, looked up): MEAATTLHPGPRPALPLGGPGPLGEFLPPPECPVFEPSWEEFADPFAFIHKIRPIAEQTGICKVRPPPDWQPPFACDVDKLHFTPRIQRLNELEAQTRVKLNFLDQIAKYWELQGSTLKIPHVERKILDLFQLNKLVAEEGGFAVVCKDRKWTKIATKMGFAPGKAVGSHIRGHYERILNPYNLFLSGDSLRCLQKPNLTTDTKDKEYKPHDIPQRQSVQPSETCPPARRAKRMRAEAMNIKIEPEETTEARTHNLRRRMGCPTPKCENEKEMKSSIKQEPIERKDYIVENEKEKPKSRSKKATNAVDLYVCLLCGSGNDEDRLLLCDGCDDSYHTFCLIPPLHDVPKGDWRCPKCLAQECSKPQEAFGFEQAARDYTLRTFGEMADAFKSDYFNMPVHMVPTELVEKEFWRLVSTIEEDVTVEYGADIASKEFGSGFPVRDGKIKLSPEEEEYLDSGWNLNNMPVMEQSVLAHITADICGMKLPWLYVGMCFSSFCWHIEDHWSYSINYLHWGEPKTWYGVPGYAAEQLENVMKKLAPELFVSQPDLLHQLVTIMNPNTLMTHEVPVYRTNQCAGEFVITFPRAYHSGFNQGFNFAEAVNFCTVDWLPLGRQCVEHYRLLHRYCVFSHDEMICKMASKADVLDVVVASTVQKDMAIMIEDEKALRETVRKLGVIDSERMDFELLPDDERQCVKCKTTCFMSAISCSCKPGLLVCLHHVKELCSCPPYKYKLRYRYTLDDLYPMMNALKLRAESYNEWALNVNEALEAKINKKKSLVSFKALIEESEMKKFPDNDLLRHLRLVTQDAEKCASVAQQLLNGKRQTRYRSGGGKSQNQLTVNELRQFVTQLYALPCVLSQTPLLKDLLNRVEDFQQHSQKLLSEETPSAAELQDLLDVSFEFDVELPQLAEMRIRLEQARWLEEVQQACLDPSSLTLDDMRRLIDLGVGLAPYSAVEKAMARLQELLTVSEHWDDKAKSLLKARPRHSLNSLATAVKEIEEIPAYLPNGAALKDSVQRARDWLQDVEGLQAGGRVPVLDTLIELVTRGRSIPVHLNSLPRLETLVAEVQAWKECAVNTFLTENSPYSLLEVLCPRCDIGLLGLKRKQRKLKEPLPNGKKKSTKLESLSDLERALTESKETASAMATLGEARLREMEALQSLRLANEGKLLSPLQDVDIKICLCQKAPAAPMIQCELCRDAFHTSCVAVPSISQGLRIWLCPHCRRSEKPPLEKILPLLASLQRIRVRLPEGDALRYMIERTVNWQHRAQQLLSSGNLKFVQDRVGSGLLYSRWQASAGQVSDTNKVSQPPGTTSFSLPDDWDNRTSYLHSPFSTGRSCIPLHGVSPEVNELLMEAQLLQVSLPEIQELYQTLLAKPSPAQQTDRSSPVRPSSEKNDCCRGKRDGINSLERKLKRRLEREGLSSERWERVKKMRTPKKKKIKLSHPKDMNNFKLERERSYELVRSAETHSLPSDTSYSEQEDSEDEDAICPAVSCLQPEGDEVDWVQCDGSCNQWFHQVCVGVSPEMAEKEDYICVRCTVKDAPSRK
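KDM5BΔAP (200 nM final) in 50 mM HEPES pH 7.5, 0.01% Tween-20 was preincubated 10 min at RT with compound over a concentration range. Substrate mix (H3K4me3 12.5 µM, α-KG 25 µM, Fe²⁺, ascorbate, NAD⁺, FDH) was added, and NADH fluorescence change over 30 min gave dose-response curves.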
* marks the source's active call; other numbers are inactive results; i = inactive; ? = inconclusive; [ ] = remark or other dose. Potency is the fitted concentration of half-maximal effect. A portion of the library. The share of hits here may be higher or lower than overall.

A first look (six entries):
compound	KDM5B inh
Cc1ccc(-c2nc3n(n2)C(CC(=O)Nc2ccc(C)cc2C)C(=O)N3)cc1 (configuration not stated)	5%
COC(=O)c1ccc(/C=C2\CCc3c(C)cc(C)cc3C2=O)cc1	-17%
O=C1[C@@H]2C[C@@H](O)CN2C2(CN(C3CCCCC3)C2)C(=O)N1Cc1ccccc1Cl	9%[86.2 µM]
O=C(Cn1cccc1-c1nc(-c2ccc3c(c2)OCO3)no1)NCc1ccccc1Cl	?
CN1C(=O)[C@@H]2C[C@@H](CN2C2CCC2)Oc2ccccc21	?
Cc1nnc2c(N3CCN(c4ccccc4F)CC3)nc3ccc(C(=O)c4ccccc4)cc3n12	-7%

All compounds of this part, from the start:
compound	KDM5B inh
Cc1ccc(-c2nc3n(n2)C(CC(=O)Nc2ccc(C)cc2C)C(=O)N3)cc1 (configuration not stated)	5%
COC(=O)c1ccc(/C=C2\CCc3c(C)cc(C)cc3C2=O)cc1	-17%
O=C1[C@@H]2C[C@@H](O)CN2C2(CN(C3CCCCC3)C2)C(=O)N1Cc1ccccc1Cl	9%[86.2 µM]
O=C(Cn1cccc1-c1nc(-c2ccc3c(c2)OCO3)no1)NCc1ccccc1Cl	?
CN1C(=O)[C@@H]2C[C@@H](CN2C2CCC2)Oc2ccccc21	?
Cc1nnc2c(N3CCN(c4ccccc4F)CC3)nc3ccc(C(=O)c4ccccc4)cc3n12	-7%
Cc1c(-c2ccccc2)[o+]c2ccccc2c1C#Cc1ccccc1	-7%
Cc1nc2sccn2c(=O)c1S(=O)(=O)NCc1ccc(F)cc1	4%
COc1cc(NC(=O)O[C@@H]2CO[C@H]3[C@@H]2OC[C@@H]3NC(=O)c2cccs2)cc(OC)c1	17%[86.2 µM]
Cc1ccc(-c2csc3ncnc(SCC(=O)O)c23)cc1	23%
Cc1nn2c(c1-c1ccccc1C(C)C)N(C(=O)c1cc3ccccc3n1C)CCC2	-28%[86.2 µM]
CN(C)C(=O)NCCCC#Cc1ccccc1	8%
COc1ccc(CCNC(=O)c2cnc3ccc(C)cn3c2=O)cc1	-14%
COc1cccc(-c2noc(CC3CCN(C(=O)c4ccc(F)c(F)c4)CC3)n2)c1	-15%
CC(C)CNC(=O)c1ccc(CN2C(=O)NC3(CCS(=O)(=O)CC3)C2=O)cc1	12%
Cc1nc(C)c(C(=O)N2CCC(N3C(=O)C4(CCCC4)C3c3scnc3C)CC2)s1 (configuration not stated)	-14%
Cc1cc(C)c(NC(=O)CN(C)S(=O)(=O)c2ccc3c(c2)c(=O)n(C)c(=O)n3C)c(C)c1	-10%
Cc1cc(Br)ccc1NC(=O)c1ccc2c(Cl)c3c(nc2c1)CCC3	-12%
COCCOCC1(CNC(=O)c2nc3ccccc3[nH]2)C[C@@H](O)[C@@H](O)C1 (some centres not stated)	32µM*
OCCO[C@@H]1COCC[C@H]1NC1CCN(c2ccc3c(c2)CCC3)CC1	33%[activator]
O=C(NCCc1cccc(Cl)c1)c1ccncc1	5%
Cc1ccc(F)c(Nc2ncnc3c2oc2ccccc23)c1	?
NCc1ccccc1-c1ccc(CN2CCCC2)cc1	-16%
CCOC(=O)c1c(NC(=O)COc2ccc(Cl)cc2C)sc2c1CCCCC2	?
O=C(C1CCC(CNS(=O)(=O)c2ccc(Br)s2)CC1)N1CCN(c2ccccc2)CC1 (configuration not stated)	-4%
CN(CCn1cc(-c2nccn2C)nn1)S(C)(=O)=O	13%
COc1ccc(S(=O)(=O)Nc2cc3c(cc2SC2CCCCC2)n(C)c(=O)n3C)cc1	5%
O=C(NCCc1noc(C2CC2)n1)c1ccc(Cl)s1	31%
CCOC(=O)c1ccc2ncc(C(=O)OCC)c(Nc3ccccc3CC)c2c1	11%
Cc1cc(CN2CCC3(CC2)CC(c2ccccc2)C(=O)N(C2CC2)C3)on1 (configuration not stated)	-28%
CN1CCSc2ccc(C(=O)NCc3ccccc3)cc21	?
CC(=O)Nc1ccc(-c2ccc(NC(C)=O)c(O)c2)cc1O	-1%
CC(C)CCOc1ccc(C2N=C(N)Nc3nc4ccccc4n32)cc1 (configuration not stated)	-8%
COC(=O)[C@@H]1Cc2ncn(C(C)C)c2CN1S(=O)(=O)c1ccc(OC)cc1	?
Cc1c2cnn(CC(=O)Nc3cccc(C(F)(F)F)c3)c(=O)c2c(C)n1Cc1ccccc1Cl	-17%
Cc1cc(C(=O)Nc2ccc(C(O)[C@H]3COCC(=O)N3)cc2)n(C)n1 (some centres not stated)	25%[86.2 µM]
CCN(CCCNC(=O)c1ccc(Sc2ccc(F)cc2)c(NC(C)=O)c1)c1ccccc1	?
COc1ccc(NCc2nc3ccccc3n2CCOc2ccc(C)cc2)cc1	?
CCCS(=O)(=O)N[C@H]1CO[C@H]2[C@@H]1OC[C@H]2OC(=O)Nc1ccc(C(C)=O)cc1	-20%[86.2 µM]
O=C(Cc1ccccc1)c1ccc(Cl)cc1	-16%
CCCOC1(C(F)(F)F)NC(=O)N(c2cccc(Cl)c2)C1=O (configuration not stated)	?
CCCN1C(C(=O)c2ccccc2)=C(OC(=O)c2ccc(C)cc2)c2ccccc2S1(=O)=O	-10%
CCOc1ccc(N2C(=O)S/C(=C\c3cc(OC)c(OC)c(OC)c3)C2=O)cc1	-13%
CN1CCC([C@@H]2CN(C(=O)NCCc3ccccc3)C[C@H]2C(N)=O)CC1	-14%
Cc1cccc(N(C)S(=O)(=O)c2c(C(=O)N3CCCCCC3)c(C)n(C)c2C)c1	8%
O=C(C1=C(O)C(=O)N(CCOCCO)C1c1cccc([N+](=O)[O-])c1)c1cccs1 (configuration not stated)	?
CN(C)CCN(Cc1ccco1)C(=O)c1oc2ccccc2c1NC(=O)c1cccc(F)c1	1%
CCOc1ccc(-c2c(C)nn3c(C)c(C(=O)NCc4ccc(C)o4)cnc23)cc1OCC	-16%
NC(=O)CSc1ccc2c(c1)OCCO2	9%
CC(C(=O)N1CCN(Cc2ccccc2)CC1)n1nc(C(=O)O)c2ccccc2c1=O (configuration not stated)	16%

New compounds follow.
| SMILES | KDM5B inh |
| --- | --- |
| Cc1ccc(NC(=O)N2CCCN(S(C)(=O)=O)C(c3ccccc3)CC(=O)NCC2)cc1C (configuration not stated) | 13% |
| CN(C)C(=O)c1cccc(C(F)(F)F)c1 | -5% |
| Cc1cc(Br)ccc1NC(=O)C(C)C | 30%[activator] |
| CCC(=O)N1CCN(c2ccc(NC(=S)NC(=O)c3cc4ccccc4o3)cc2)CC1 | -3% |
| c1ccc2c(c1)CCN2C1CN(Cc2ccsc2)C1 | -5%[86.2 µM] |
| O=C(C1CC1)N1CCn2c(nn(-c3ccc([N+](=O)[O-])cc3)c2=O)C1 | 14%[86.2 µM] |
| COc1ccc2[nH]c(C[C@@H]3C[C@@H](C(C)C)[C@H](CNC(=O)Cn4cnnn4)C=C3C)nc2n1 | -13% |
| Cc1ccc(C)c(NC(=O)C(=O)NCCc2csc(-c3cccc(F)c3)n2)c1 | -21% |
| CCOC(=O)c1sc(NC(=O)CSc2nccn2C)nc1C | 30% |
| CN(Cc1cccnc1)c1ccc2ncc(Nc3cc(F)cc(N4CCOCC4)c3)n2n1 | ? |
| CCN(CC)S(=O)(=O)c1ccc(-c2nc(C#N)c(NCc3cccnc3)o2)cc1 | i |
| COc1ccc([C@H]2C[C@@H](O)[C@@H](O)[C@@H]2NC(=O)c2cc(C)n(C)n2)cc1 | -14%[86.2 µM] |
| Nc1nccnc1C(=O)NCc1cccnc1-n1cncn1 | ? |
| COc1ccc(OC)c(N(/C(N)=N/c2nc(C)cc(C)n2)S(=O)(=O)c2ccc(NC(C)=O)cc2)c1 | 6% |
| Cc1cc(C(=O)CN(C)CC(=O)Nc2ccccc2Br)c(C)n1CCc1cccs1 | -30% |
| CCN(CC(=O)NCc1cccs1)C(=O)c1ccc(S(=O)(=O)N(C)c2ccccc2)cc1 | -5% |
| CCOc1ccccc1NC(=O)c1ccc2c(c1)NC(=O)CS2 | 4% |
| O=C(/C=C/c1cccc2ccccc12)Nc1ccc(Cl)cc1C(F)(F)F | 28% |
| CC(C)CCN1C(=O)CC[C@]2(C(=O)NC3CCCC3)CCCC[C@@H]12 | -14% |
| CCOC(=O)C(C)Oc1ccc2c(=O)c(-c3ccc(OC)c(OC)c3)c(C(F)(F)F)oc2c1 (configuration not stated) | -6% |
| O=C(c1ccccc1F)N1CCC2(CC1)CC(=O)N(c1ccccc1)c1ccccc1O2 | 1% |
| CCC(Sc1ccc(Cl)cc1)C(=O)O (configuration not stated) | 6% |
| Cc1nc2cc(NC(=O)CC(C)(C(=O)O)C(C)C)ccc2o1 (configuration not stated) | ? |
| CCOC(=O)c1[nH]c2ccccc2c1NC(=O)CN(CC)CC | ? |
| COc1ccc(C(=O)NCCc2noc(C3CC3)n2)c(OC)n1 | 14% |
| CC(=O)Nc1ccc([S+](=O)([O-])N2CCC3(CC2)CN(C(C)=O)Cc2ccccc2O3)cc1 | 24%[115 µM] |
| CN(C)S(=O)(=O)N1CCCOCCNC(=O)[C@@H]2CCC[C@@H]21 | -21% |
| COc1ccc(CCNC(=O)c2ccc3c(c2)N(Cc2ccc(F)cc2)C(=O)CS3)cc1OC | -10% |
| COc1ccc([C@@H]2C[C@H]3CN(c4ccccc4)C(=O)[C@]34CCCN24)c(OC)c1OC | -16% |
| Nc1nc(Nc2ccccc2F)nc(NCCO)c1[N+](=O)[O-] | -1% |
| Cc1cnccc1-c1ccc(NC(=O)NC2CC2)cc1 | 7% |
| CCN(CC)C(=O)COC(=O)c1ccccc1-c1ncc(-c2ccccc2F)o1 | ? |
| Cc1nc(-c2ccc(F)cc2)sc1CCNC(=O)Cc1ccc(F)cc1 | -24% |
| COCCN1CCOc2nc(-c3cc(F)cc(OC)c3)ncc2C1=O | 32µM* |
| COc1ccc(C(=O)Nc2ccc(-c3noc([C@@H]4CCCN4Cc4ccc(C(F)(F)F)cc4)n3)cn2)cc1 | 28µM* |
| C[C@H]1CCCN1C(=O)c1nnc(COc2cccc(C(F)(F)F)c2)n1-c1cccnc1 | -12%[86.2 µM] |
| CC(C)Oc1cccc(C(=O)C2CCCN(C(=O)CCc3cnn(C)c3)C2)c1 (configuration not stated) | 19% |
| CC(Cn1cccn1)C(=O)N1CCC(CCC(=O)Nc2ccc3c(c2)OCCO3)CC1 (configuration not stated) | 23% |
| Cc1csc(SCC(=O)c2ccc3c(c2)CCO3)n1 | -13% |
| COc1ccccc1N(CC(=O)NCCSc1ccccc1)S(=O)(=O)c1ccc(C)cc1 | -20% |
| CC(Sc1c(Cl)cccc1Cl)C(=O)NCCC1=CCCCC1 (configuration not stated) | 1% |
| O=C(NCc1ccc(F)cc1)C1CCN(S(=O)(=O)c2ccc(Br)s2)CC1 | -2% |
| CC(NC(=O)c1noc(-c2ccc3c(c2)OCO3)n1)c1ccc(F)cc1 (configuration not stated) | ? |
| CCOc1ccc(CCNC(=O)CS(=O)(=O)Cc2nc(-c3ccccc3C)oc2C)cc1 | ? |
| O=Cc1cccn1Cc1ccccn1 | -28% |
| O=C(COC(=O)CSc1nc2ccccc2o1)NC1CC1 | 21% |
| CCn1ncc(-c2nc3cc(S(=O)(=O)N4CCCC4)ccc3n2C)c1C | -15% |
| CCOC(=O)c1[nH]c2c(c1Cc1ccccc1)C(=O)CC(c1ccc(Cl)cc1)C2 (configuration not stated) | -19% |
| O=[N+]([O-])c1ccc(Cl)c(/C=N/n2c(-c3ccncc3)n[nH]c2=S)c1 | ? |
| COC(=O)C1CN(C2CCCC2)CCS(=O)(=O)N1Cc1ccc(C)cc1 (configuration not stated) | 0% |

The listing continues.
| SMILES | KDM5B inh |
| --- | --- |
| Cc1cc(Cl)ccc1NC(=O)NCC1CCOCC1 | -4% |
| Cc1nn(-c2ccc(F)cc2)c(-n2cccc2)c1C(=O)N1CCN(c2ccccc2F)CC1 | ? |
| O=C(O)C(c1c[nH]c2cc(Cl)ccc12)N1CCc2ccccc2C1 (configuration not stated) | -15% |
| COc1ccc(N(CC(=O)Nc2cccc(C(C)=O)c2)S(=O)(=O)c2ccccc2)c(OC)c1 | -15% |
| COc1cc(OC)c(NC(=O)CN2C(=O)NC(c3ccc(C)cc3)C3=C2COC3=O)cc1Cl (configuration not stated) | -27% |
| COc1ccc(NS(=O)(=O)c2cc(Cl)ccc2Cl)cc1S(=O)(=O)N1CCOCC1 | -8% |
| CCc1cc(C2CCCN2S(=O)(=O)c2cc(C)c(C)cc2C)on1 (configuration not stated) | 5% |
| COC(=O)c1ccc(COC(=O)c2ccc(N3CCOCC3)nc2)cc1 | 15% |
| O=c1cc(-c2ccc(F)cc2)nc(SCc2nc(-c3cccc(C(F)(F)F)c3)no2)[nH]1 | -11% |
| Cc1ccc2c(c1)c(C(=O)N[C@H](c1cnn(C)c1)C1CC(O)C1)nn2C (some centres not stated) | 28µM* |
| CC1c2ccsc2CCN1C(=O)CNC(=O)c1ccc(Cl)cc1 (configuration not stated) | 2% |
| COc1ccc(C23CC4CC(CC(C4)C2)C3)cc1C(=O)NC(c1ccccc1)c1ccccc1 | 27% |
| COCCn1c(-c2ccc(Cl)cc2Cl)n[nH]c1=S | 8% |
| COC(=O)c1cc(NC(=O)C(C)N(c2ccc(C)c(C)c2)S(C)(=O)=O)ccc1Cl (configuration not stated) | -8% |
| O=C(CSC(=S)N1CCCCC1)Nc1ncc2c(n1)CC(c1ccco1)CC2=O (configuration not stated) | 5% |
| COCCN1C(=O)c2ccccc2C(C(=O)N2CCC(C)CC2)C12CCCC2 (configuration not stated) | 2% |
| CSc1ccc(NC(=O)c2nnn3c2COC(c2ccc(C)cc2)C3)cc1 (configuration not stated) | 11% |
| COC(=O)c1ccc(C(=O)OCc2cccc(C(=O)OC)c2)cc1 | 16% |
